Mito fusion yeast: mitochondrial division inhibition or fusion activation; actives 0.23% (n = 320,000); S. cerevisiae fusion-defective mutant growth rescue, CellTiterGlo 48 h; AID 485298; Potency, µM (titrated, usually from 46.1 µM), without a hit: at the top dose growth rescue (activation), most hits filed as activators;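 further: potency means the concentration at half of the fitted maximal effect; % of control where 0% means no effect; nearly all actives have a fitted effect of over 45% in size; temperature-sensitive fusion mutants such as fzo1-1 at 37 °C on non-fermentable ethanol glycerol medium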
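Growth-rescue viability read-out: after 48 h at the non-permissive 37C in glycerol/ethanol YPEG, yeast mitochondrial fusion mutants are measured by CellTiterGlo luminescence; compounds (23 nl pinned per well) restoring growth score as division inhibitors or fusion activators.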
Rab9 prom act: Rab9 promoter activation | Huh7 Rab9 promoter-luciferase reporter, luminescence, 24 h | Potency, µM (highest dose often 9.22 µM), for inactives: top-dose activation, negative = inhibition, actives largely listed as activators | actives 2.8% (n = 320,000); further: potency means the concentration at half of the fitted maximal effect; % of control where 0% means no effect; nearly all actives have a fitted effect of over 60% in size
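Luciferase signal after 10 min detection reagent at ambient indicates Rab9 promoter upregulation; stably transfected Huh7 cells were treated 24 h with compound in DMSO at 37 °C, 5% CO2.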
NPC1 prom act: NPC1 promoter activation; AID 485313; Huh7 NPC1 promoter luciferase reporter, 24 h; actives 2.4% (n = 320,000); Potency, µM (series often up to 9.22 µM), for the others: at the top dose activation, most hits filed as activators;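 further: potency means the concentration at half of the fitted maximal effect; % of control where 0% means no effect; nearly all actives have a fitted effect of over 60% in size; reporter is driven by a mutant NPC1 promoter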
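Quantitative HTS used a cell-based reporter: Huh7 cells stably bearing the NPC1 promoter upstream of luciferase were treated with compounds for 24 h, and promoter activation was read as luminescence.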
ELG1 repair inh: blocks ELG1-dependent DNA repair in HEK293T cells | HEK293T ELG1-luciferase reporter, luminescence, 16 h; DNA damage induced by 5-fluorouridine | actives 2.3% (n = 330,000) | Potency, µM (titrated, usually from 46.1 µM), inactives show at the highest dose activity change, negative = inhibition, actives largely listed as inhibitors | AID 504467; further: potency means the concentration at half of the fitted maximal effect; on the % scale 0 is the no-effect control and ±100 the full control effect; nearly all actives have a fitted effect of over 55% in size
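Step one: seed 2,000 cells per well. Step two: pin-transfer compound or DMSO alongside 5-fluorouridine. Step three: incubate 16 hr, 37 °C, 5% CO2. Step four: add ONE-Glo, wait 30 min, read luminescence.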
MBNL1 CUG block: inhibitors of human MBNL1 binding to CUG repeat RNA. Q9NR56. TR-FRET MBNL1-His/biotin-(CUG)12 binding, 665/545 ratio. Potency, µM (highest dose often 57.5 µM), for the others: at the top dose activity change, negative = inhibition, most hits filed as inhibitors. actives 0.036% (n = 280,000); active means well fitted inhibition curve with a large enough effect in the signal ratio, with a control signal flat, not every such curve was filed as active; inconclusive means small, poorly fitted or top-dose-only effect, or effect the other way, or a change in a side signal; inactive means no such curve, though single readings can be large or run the other way; the % refers to the signal ratio; further: potency means the concentration at half of the fitted maximal effect; on the % scale 0 is the no-effect control and ±100 the full control effect
Target sequence (Q9NR56 whole entry, looked up): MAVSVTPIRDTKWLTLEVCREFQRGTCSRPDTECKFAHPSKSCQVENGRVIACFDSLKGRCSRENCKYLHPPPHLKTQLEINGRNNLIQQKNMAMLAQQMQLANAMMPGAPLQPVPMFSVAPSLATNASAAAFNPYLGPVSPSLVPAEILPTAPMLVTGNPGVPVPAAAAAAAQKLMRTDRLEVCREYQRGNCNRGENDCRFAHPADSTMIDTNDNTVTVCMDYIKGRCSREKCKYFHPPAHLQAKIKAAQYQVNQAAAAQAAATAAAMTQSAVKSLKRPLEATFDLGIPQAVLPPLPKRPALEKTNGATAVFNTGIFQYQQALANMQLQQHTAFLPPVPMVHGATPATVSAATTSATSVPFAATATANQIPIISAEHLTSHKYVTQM
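Compounds (final 92 nM to 58 uM) are added to His-tagged MBNL1 and biotin-(CUG)12, then terbium anti-His antibody and streptavidin-XL665 (5 nM final). After 60 min at room temperature, the 665/545 nm ratio is read.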
VP16 counter: inhibits Gal4-VP16 luciferase reporter, ROR gamma counter-screen; Drosophila S2 Gal4-VP16 UAS-luciferase, luminescence, 20 h; Potency, µM (highest dose often 53.6 µM), for inactives: at the top dose activity, negative = inhibition, actives largely listed as inhibitors; actives 3.5% (n = 310,000); AID 2546;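 further: Gal4-VP16 expression switched on by copper sulfate through the metallothionein promoter; potency means the concentration at half of the fitted maximal effect; on the % scale 0 is the no-effect control and ±100 the full control effect; nearly all actives have a fitted effect of over 50% in size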
Menin MLL FP TR: displaces Texas Red mutant MLL peptide from human menin | actives 0.23% (n = 270,000) | Potency, µM (doses to about 61.6 µM), for inactives: at the highest dose FP activity change, negative = inhibition, actives largely listed as inhibitors | Menin + Texas Red MLL mutant peptide, fluorescence polarization | O00255; active means well fitted inhibition curve with a large enough effect in the polarisation, with a control signal flat, not every such curve was filed as active; inconclusive means small, poorly fitted or top-dose-only effect, or effect the other way, or a change in a side signal; inactive means no such curve, though single readings can be large or run the other way; the % refers to the polarisation; further: potency means the concentration at half of the fitted maximal effect; % of control where 0% means no effect; many of its hits are not listed in these tables
PKM2 activator: PKM2 (human) enzyme activation | actives 0.34% (n = 260,000) | Potency, µM (series often up to 57.5 µM), without a hit: top-dose activation, usual class: activators | P14618 | purified PKM2, Kinase-Glo ATP luminescence, activation; response scale: 0% is enzyme alone, no compound; further: potency means the concentration at half of the fitted maximal effect; on the % scale 0 is the no-effect control and ±100 the full control effect; nearly all actives have a fitted effect of over 55% in size
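Kinase-Glo luminescence reports ATP generated from ADP (0.1 mM) and PEP (0.5 mM) by purified hPK-M2 after 1 h at room temperature, pH 7.2 imidazole buffer; intermediate enzyme activity allows detecting inhibitors and activators.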
FLuc counter: counter-screen for miR-21 project: firefly luciferase inhibitors or activators | purified FLuc, Km substrates, luminescence inhibition | AID 588342 | actives 6.9% (n = 360,000) | Potency, µM (top dose mostly 57.5 µM), inactives show at the highest dose activity change, negative = inhibition, hits mostly inhibitors;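 further: potency means the concentration at half of the fitted maximal effect; plate controls were vehicle for no effect and reference inhibitor for full effect; nearly all actives have a fitted effect of over 55% in size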
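Purified P. pyralis luciferase, 10 nM final, with Km-level 10 uM D-luciferin and 10 uM ATP in 50 mM Tris acetate pH 7.5, 10 mM Mg acetate, 0.01% Tween-20, 0.05% BSA; 6-point qHTS titration about 60 µM downward; luminescence read.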
KCNH2 3.1 inh: blocks the human KCNH2 3.1 channel isoform; U2OS KCNH2 3.1, thallium flux FluxOr; stronger effect = lower value; actives 0.95% (n = 340,000); activity change, % (tested at about 1.8 µM); AID 720553;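 active means maximum activity change below -70%; inconclusive means maximum activity change from -70% to -50%; inactive means maximum activity change above -50%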;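 further: thallium influx rate constant from kinetic fluorescence after stimulation buffer; on the % scale 0 is the no-effect control and ±100 the full control effect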
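U2OS cells transduced with KCNH2 3.1 mutant virus (1.77 x 10^8 /mL, 4 h), plated overnight at 37 C, loaded 45 min with FluxOr dye plus Red40 quencher. Thallium flux rate constant from kinetic reads after stimulation buffer, normalised to controls.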
RORg inh: ROR gamma (mouse) transcription inhibition; P51450; Drosophila S2 Gal4-RORgamma UAS-luciferase reporter, 20 h; Potency, µM (doses to about 53.6 µM), inactives show top-dose activity change, negative = inhibition, usual class: inhibitors; actives 5.4% (n = 310,000); further: potency means the concentration at half of the fitted maximal effect; on the % scale 0 is the no-effect control and ±100 the full control effect; nearly all actives have a fitted effect of over 60% in size
Target sequence (P51450 whole entry, looked up, the tested form may be a part): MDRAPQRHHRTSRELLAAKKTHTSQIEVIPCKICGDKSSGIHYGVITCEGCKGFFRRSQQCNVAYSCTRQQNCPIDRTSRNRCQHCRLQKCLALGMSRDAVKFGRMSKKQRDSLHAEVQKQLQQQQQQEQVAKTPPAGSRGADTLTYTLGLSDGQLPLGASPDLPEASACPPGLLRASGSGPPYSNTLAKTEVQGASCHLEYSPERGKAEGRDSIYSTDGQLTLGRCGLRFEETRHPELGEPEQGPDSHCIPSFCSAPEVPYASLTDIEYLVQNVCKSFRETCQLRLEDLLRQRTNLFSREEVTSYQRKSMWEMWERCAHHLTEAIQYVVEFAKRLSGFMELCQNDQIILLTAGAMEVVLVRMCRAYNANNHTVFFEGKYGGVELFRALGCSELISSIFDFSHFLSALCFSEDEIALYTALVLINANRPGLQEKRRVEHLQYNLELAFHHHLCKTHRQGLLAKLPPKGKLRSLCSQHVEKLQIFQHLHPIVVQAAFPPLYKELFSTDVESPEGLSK
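Luciferase reporter read in Schneider cells carrying Gal4-RORγ (mouse) and UAS-Photinus luciferase; cells given compound 1 h before 700 uM copper sulfate induction, then incubated 20 h at ambient temperature.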
An asterisk follows results filed as active; ? = inconclusive; / = not tested or not shown; [ ] = remark or other dose. Unless noted, the call rests on the fitted dose curve; in most records, active means well fitted curve in the direction sought with a large enough effect; inconclusive means small, poorly fitted or top-dose-only effect, or another doubt; inactive means no such curve, though single readings can be large; an effect the other way counts as inactive or inconclusive.

SMILES	Mito fusion yeast	Rab9 prom act	NPC1 prom act	ELG1 repair inh	MBNL1 CUG block	VP16 counter	Menin MLL FP TR	PKM2 activator	FLuc counter	KCNH2 3.1 inh	RORg inh
Cc1ccc2cc(CN(CC(C)C)S(=O)(=O)c3cccc4nonc34)c(=O)[nH]c2c1	-0.9%	-4.5%	-6.2%	-5.9%	-0.3%	-13.6%	/	/	6.1%	-22.3	-14.0%
Cc1ccccc1OCC(=O)NNC(=O)Nc1ccccc1	-1.0%	-4.7%	-1.2%	-11.9%	0.4%	-1.5%	6.6%	0.9%	-0.3%	1.3	-9.6%
Cc1occc1C(=O)N/N=C/c1sc(N2CCOCC2)nc1-c1ccccc1	7.1%	1.1%	0.9%	?	18.0%	?	4.4%	0.8%	-2.3%	5.0	12.6µM*
CCCNC(=O)c1csc2c1CCCCC2	0.6%	-3.4%	-1.2%	2.3%	0.8%	14.2%	/	0.8%	-17.1%	-78.0*	1.5%
CCCOc1ccc(N2C(=O)CC(SC(=NC)Nc3ccc(F)cc3)C2=O)cc1 (centres undefined)	-1.9%	-2.5%	-0.5%	-10.4%	1.7%	-12.5%	/	-2.2%	2.7%	-13.2	-2.3%
CSCCC(NC(=O)C1CCC(C)CC1)C(=O)NCCN1CCOCC1 (centres undefined)	0.8%	7.2%	1.8%	?	-1.6%	3.9%	-8.0%	-7.5%	-2.5%	23.6	-5.0%
CCS(=O)(=O)c1ccc2oc(SCC(=O)NCCC3=CCCCC3)nc2c1	-11.5%	-3.7%	-0.1%	?	1.4%	-19.0%	5.6%	2.2%	2.7%	-8.1	?
CCOC(=O)C1CCN(C(=O)c2cc3ccc(OC)cc3[nH]2)CC1	-8.3%	?	?	?	-0.8%	-14.0%	-13.6%	/	-19.2%	-1.8	10.5%
Cc1cc(S(=O)(=O)N2CCOCC2)ccc1NC(=O)c1ccc(F)cc1	-0.1%	1.6%	-3.8%	6.2%	-7.1%	-1.2%	0.5%	-0.9%	-0.6%	2.0	?
CN1CCc2ccccc2CC1=O	-2.3%	3.7%	-8.4%	15.2%	4.3%[11.5 µM]	-1.7%	-2.6%	-1.6%	0.5%	4.5	3.4%
N=c1nc(SCCC(=O)O)ss1	2.7%	-1.5%	-5.3%	-3.0%	?	?	2.7%	-7.2%	-8.0%	1.9	?
CCOC(=O)C(N)CSC1CC(=O)N(CCc2ccccc2)C1=O (centres undefined)	-7.6%	3.3%	-6.1%	-3.3%	5.4%	?	10.5%	1.9%[11.5 µM]	-4.3%	-1.9	?
CCCCCOc1ccc(/C(C)=N/NC2=NCCN2)cc1	-18.9%	4.2%	-10.6%	-13.1%	-2.3%	-11.2%	?	1.1%	-7.5%	-2.4	?
Cc1cccc(N2CC(C)Cn3c2nc2c3c(=O)n(CC(=O)OCc3ccccc3)c(=O)n2C)c1 (centres undefined)	15.4%	-2.6%	-2.5%	?	6.1%	7.2%	-1.9%	-2.3%	2.1%	-0.7	25.0%
Cc1cccc(N(Cc2ccccc2)C(=O)CCl)c1	-18.6%	-45.1%[inhibitor]	-42.5%[inhibitor]	-10.2%	-1.8%	-25.1%	-14.3%	-25.4%	-0.8%	-3.8	10µM*
Cc1nc2ccccc2n1C(=O)c1ccc(Cl)cc1[N+](=O)[O-]	-0.3%	-1.6%	-4.4%	22.2%	?	-10.8%	3.4%	-3.5%	0.4%	-22.3	-11.2%
Cc1noc(NS(=O)(=O)c2ccc(NC(=O)c3ccc(N4C(=O)c5ccccc5C4=O)cc3)cc2)c1C	-0.6%	-6.9%	-3.3%	-3.1%	?	-5.7%	-22.7%	-8.2%	?	4.7	-2.3%
O=[N+]([O-])c1ccc(NNC(=S)Nc2ccc(F)cc2)cc1	3.3%	12.7%	21.9%	?	?	11.2µM*	?	-34.8%	19µM*	-10.7	?
O=C(O)C1CSC2(c3ccc4c(c3)OCCO4)CCC(=O)N12 (centres undefined)	0.1%	8.9%	-0.5%	17.3%	1.5%	-0.3%	11.0%	-5.2%	-2.2%	-9.9	14.3%
O=[N+]([O-])c1cc(Cl)ccc1-c1nc(-c2ccncc2)no1	-0.6%	?	23.1%	?	?	2.1%	-2.2%	6.5%	?	6.8	18.7%
Cn1c(=O)c2c([nH]c(OCc3ccc(Cl)cc3Cl)[n+]2Cc2ccc(F)cc2)n(C)c1=O	6.6%	-8.7%	-4.1%	?	-1.8%	-10.1%	/	4.9%	?	23.9	7.9%
Cc1cc(-c2cccs2)c(C#N)c(=S)[nH]1	13.2%	-3.6%	2.3%	0.0%	?	?	/	5.7%	-6.9%	21.8	10µM*
COc1ccc(/C=C(\C#N)C(=O)OC2CCOC2=O)cc1 (centres undefined)	7.5%	0.2%	-2.2%	-12.1%	?	-16.7%	9.0%	4.7%	?	-13.6	-29.9%
O=C(CCNC(=O)c1ccccc1Cl)NN1C(=O)NC2(CCCCC2)C1=O	-4.8%	-2.7%	-1.0%	14.1%	/	/	/	/	8.4%	12.0	/
OCC[C@H]1C[C@H](O)[C@@H](O)[C@@]2(CCCc3ccccc3O2)O1	-9.1%	-4.4%	-1.0%	8.7%	/	/	/	/	0.0%	32.4	/
Cc1cc(C)nc(NC(=O)Nc2ccc(F)cc2F)n1	5.2%	?	?	?	-1.2%	16.7%	-0.3%	0.3%	?	4.4	27.4%
CCOC(=O)c1ccc(NC(=S)NCCc2ccc(F)cc2)cc1	1.1%	-2.6%	-5.5%	6.3%	-11.8%	?	?	-1.8%	-2.7%	-0.7	10µM*
COc1ccc(C2(C(=O)Nc3ccc(C(=O)N4CCOCC4)cc3)CCOCC2)cc1	-3.7%	-5.5%	1.6%	-12.5%	0.5%	1.0%	5.2%	9.9%	7.9%	-10.6	27.0%[10 µM]
CNc1csc(C)c(C)c1=O	3.0%	2.5%	-3.9%	10.8%	-0.8%	-5.8%	-10.2%	7.1%	8.6%	-9.8	-3.2%
CCOC(=O)C1CCCN(C(=O)c2cc(-c3ccc(F)cc3)nc3ccccc23)C1 (centres undefined)	6.9%	-4.5%	-1.7%	-13.8%	-0.6%	10.1%	-26.3%	0.3%	15.1µM*	-0.5	21.5%
CC1(C)CC(=O)C=C(Nc2ccc(S(N)(=O)=O)cc2)C1	-4.6%	-3.3%	1.1%	4.8%	3.9%	3.9%	26.9%	3.7%	6.1%[2.3 µM]	4.7	-1.4%
O=C(CCNC(=O)c1ccccc1)Nc1cccnc1	-13.9%	-0.9%	-3.8%	4.6%	5.0%	-1.5%	1.3%	1.4%	0.1%	14.5	-11.7%
Cc1nc2cc(-c3ccc(Cl)cc3)nn2c(C)c1CCC(=O)NCc1ccco1	-1.3%	-3.8%	2.0%	27.9%	-12.2%	-1.8%	6.0%	3.1%	-13.1%	-39.5	-10.4%
CCCCCC(=O)N/N=C/c1ccco1	-3.0%	-3.7%	-1.1%	-0.1%	/	-9.6%	6.5%	3.1%	4.2%	-11.2	-10.8%
CC(=O)N1CCC(N(CCN2CCOCC2)C(=S)Nc2cccc(C)c2C)CC1	-2.2%	7.7%	-1.5%	7.7%	/	-10.2%	1.3%	-1.5%	1.5%	1.7	-10.0%
CSc1ccc(CNC(=O)C2CCC(=O)N(CCc3cccc(F)c3)C2)cc1 (centres undefined)	-2.2%	13.9%	0.9%	4.3%	-2.9%	-1.8%	-0.9%	/	-6.1%	15.2	21.6%
Cc1ccc2c(c1)sc(=NC(=O)C1CC1)n2C	7.7%	3.55µM*	2.51µM*	?	3.5%	-7.1%	/	-10.5%	8.49µM*	5.5	-26.4%
CCOC(=O)c1cncc(C#CCO)c1	1.6%	-5.5%	-3.5%	-9.3%	-10.8%	-14.6%	/	2.2%	1.5%	8.3	1.2%

Screening data from PubChem BioAssay.

Not all compounds are listed; count on the stated rates, not on these rows.
